DT40 TDP1 CPT = DT40-hTDP1 cell growth loss with CPT; chicken DT40 Tdp1-/-;hTDP1 cells + 20 nM CPT, ATP luminescence, 48 h; Potency, µM (highest dose often 46.2 µM), for the others: at the top dose activity change, negative = growth inhibition, hits mostly inhibitors; 420,000 compounds, 12% hits; further: nearly all actives have a fitted effect of over 55% in size
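Chicken DT40 Tdp1-/- cells complemented with human TDP1, 400 cells/well, exposed to compounds plus 20 nM camptothecin for at least 48 h at 37 C; viability read as ATP content by CellTiter-Glo luminescence.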
DT40 TDP1 no CPT = qHTS for Inhibitors of human tyrosyl-DNA phosphodiesterase 1 (TDP1): qHTS in cells in absence of CPT; Potency, µM (top dose mostly 46.2 µM), without a hit: at the highest dose activity change, negative = growth inhibition, most hits filed as inhibitors; DT40 Tdp1-/- hTDP1 cells, no CPT, ATP luminescence, 48 h; 420,000 compounds, 15% hits; further: nearly all actives have a fitted effect of over 55% in size
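Luminescent ATP content (CellTiter-Glo) served as the growth readout. Knockout chicken DT40 cells expressing human TDP1 were exposed to compounds without camptothecin for a minimum 48 hr at 37 °C.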
TDP1 inh = blocks human tyrosyl-DNA phosphodiesterase 1; Q9NUW8; recombinant TDP1, AlphaScreen DNA substrate cleavage; Potency, µM (doses to about 130 µM), inactives show top-dose activity change, negative = inhibition, hits mostly inhibitors; 350,000 compounds, 0.28% hits; further: nearly all actives have a fitted effect of over 40% in size
Target sequence (Q9NUW8 whole entry, looked up): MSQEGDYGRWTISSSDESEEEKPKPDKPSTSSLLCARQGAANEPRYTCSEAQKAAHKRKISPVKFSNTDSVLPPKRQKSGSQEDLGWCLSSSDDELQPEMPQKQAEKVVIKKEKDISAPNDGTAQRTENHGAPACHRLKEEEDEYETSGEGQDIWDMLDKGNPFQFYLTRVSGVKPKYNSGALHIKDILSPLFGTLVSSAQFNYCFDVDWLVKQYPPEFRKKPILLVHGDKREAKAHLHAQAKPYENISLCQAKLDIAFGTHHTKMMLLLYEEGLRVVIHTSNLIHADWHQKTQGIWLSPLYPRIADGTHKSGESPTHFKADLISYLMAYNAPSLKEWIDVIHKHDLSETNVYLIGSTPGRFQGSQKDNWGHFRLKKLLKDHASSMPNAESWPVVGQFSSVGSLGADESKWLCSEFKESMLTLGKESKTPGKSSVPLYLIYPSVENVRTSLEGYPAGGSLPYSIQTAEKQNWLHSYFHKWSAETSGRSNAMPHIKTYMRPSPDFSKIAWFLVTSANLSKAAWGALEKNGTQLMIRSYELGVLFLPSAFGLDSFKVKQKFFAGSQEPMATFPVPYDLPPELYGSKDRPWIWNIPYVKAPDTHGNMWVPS
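Tdp1 1 nM final; 15 min RT w/ cpd; substrate 15 nM, 5 min; beads 10 ug/ml, 10 min; AlphaScreen read. Neg ctrl: no enzyme.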
An asterisk follows results filed as active; [ ] = another dose, or the depositor's remark. The call rests on the fitted dose curve; in most records, active means well fitted curve in the direction sought with a large enough effect; inconclusive means small, poorly fitted or top-dose-only effect, or another doubt; inactive means no such curve, though single readings can be large; an effect the other way counts as inactive or inconclusive. On the % scale 0 is the no-effect control and ±100 the full control effect; potency means the concentration at half of the fitted maximal effect.

How did Cc1ccc(-c2nnc(Nc3ccc(O)cc3)c3ccccc23)cc1S(=O)(=O)N1CCCCC1 do in these assays?
DT40 TDP1 CPT: 7.3µM*; DT40 TDP1 no CPT: 18µM*; TDP1 inh: 5%[12.3 µM]

What do the screens show for `Cc1ccc(C23CC4CC(CC(NC(=O)N5CCN(C)CC5)(C4)C2)C3)cc1`?
DT40 TDP1 CPT: inconclusive; DT40 TDP1 no CPT: inconclusive; TDP1 inh: 7%

Results for CCOC(=O)c1cnc2c(ccc3ccccc32)c1Nc1ccc(OCC)cc1 ?
DT40 TDP1 CPT: inconclusive; DT40 TDP1 no CPT: -27%; TDP1 inh: -2%[12.3 µM]

How did CCOc1ccc(C2/C(=C(/O)c3ccc(F)cc3)C(=O)C(=O)N2CCCN(C)C)cc1 (stereo not given) do in these assays?
DT40 TDP1 CPT: -7%; DT40 TDP1 no CPT: -1%; TDP1 inh: 4%

What do the screens show for `Cc1cccc(C)c1NC(=O)C1c2ccccc2OCC(=O)N1Cc1ccc2c(c1)OCO2` (stereo not given)?
DT40 TDP1 CPT: -5%; DT40 TDP1 no CPT: -29%

How did CC(=O)N(CCC(Cc1ccccc1)c1ccc2c(c1)OCO2)Cc1ccc(Cl)cc1 (stereo not given) do in these assays?
DT40 TDP1 CPT: inconclusive; DT40 TDP1 no CPT: 16µM*; TDP1 inh: 8%

How did CC(=O)Oc1ccc2c(=O)c(/C=N/c3cc(=O)[nH]c(=S)[nH]3)coc2c1 do in these assays?
DT40 TDP1 CPT: -14%; DT40 TDP1 no CPT: -17%; TDP1 inh: 79µM*

What do the screens show for `COc1cccc(C(=O)Nc2cc3c4c(c2)CC(=O)N4CCC3)c1`?
DT40 TDP1 CPT: -9%; DT40 TDP1 no CPT: -18%; TDP1 inh: -9%

Results for O=C(NCC(=O)N1CCN(c2ccccn2)CC1)c1ccc(Br)o1 ?
DT40 TDP1 CPT: -22%; DT40 TDP1 no CPT: 32%[activator]; TDP1 inh: 5%

Results for Cc1cccc(C(=O)NCC(=O)N2CCN(c3ccc(Cl)cc3)CC2)c1 ?
DT40 TDP1 CPT: inconclusive; DT40 TDP1 no CPT: inconclusive

What do the screens show for `Cc1ccc(OCCN2CCN(c3ncnc4sc(C)c(C)c34)CC2)cc1`?
DT40 TDP1 CPT: 3.7µM*; DT40 TDP1 no CPT: 3.7µM*; TDP1 inh: 4%

Results for COc1ccc(N2CC(C(=O)N[C@H](C(=O)NC3CCCC3)C(C)C)CC2=O)cc1 (stereo not given in full) ?
DT40 TDP1 CPT: -7%; DT40 TDP1 no CPT: 22%; TDP1 inh: 3%

How did CN(CC(=O)Nc1c(Cl)cccc1Cl)C(=O)c1ccc(-n2cncn2)c([N+](=O)[O-])c1 do in these assays?
DT40 TDP1 CPT: -29%; DT40 TDP1 no CPT: -7%; TDP1 inh: -1%

Results for CON(C)S(=O)(=O)c1ccc2c(c1)N(Cc1ccc(C)cc1)C(=O)C1CCCN21 (stereo not given) ?
DT40 TDP1 CPT: 3%; DT40 TDP1 no CPT: -9%; TDP1 inh: 2%

How did Cc1ccc(S(=O)(=O)CCC(=O)OCC(=O)NCc2ccccc2)cc1 do in these assays?
DT40 TDP1 CPT: inconclusive; DT40 TDP1 no CPT: -22%; TDP1 inh: 2%

How did CSc1ncc(CN2CCc3c([nH]c4ccccc34)C2c2cccc(C)n2)cn1 (stereo not given) do in these assays?
DT40 TDP1 CPT: inconclusive; DT40 TDP1 no CPT: 26µM*

Results for CCCc1nnc(SCC(=O)N2CCOCC2)n1Cc1ccco1 ?
DT40 TDP1 CPT: 8%; DT40 TDP1 no CPT: -6%; TDP1 inh: 7%

Results for CC(=O)Nc1nonc1-n1nnc(C(=O)NCc2ccccc2)c1C ?
DT40 TDP1 CPT: -2%; DT40 TDP1 no CPT: 2%; TDP1 inh: -6%

Results for O=C(c1ccco1)N1CCN(C(=O)c2ccc(CS(=O)c3ccc(Br)cc3)o2)CC1 (stereo not given) ?
DT40 TDP1 CPT: inconclusive; DT40 TDP1 no CPT: inconclusive

Results for O=S(=O)(Nc1ccc(Cl)c(C(F)(F)F)c1)c1cnc[nH]1 ?
DT40 TDP1 CPT: -16%; DT40 TDP1 no CPT: -22%; TDP1 inh: 4%

Results for Cc1ccc(-n2nccc2-c2nn(-c3cccc(C(F)(F)F)c3)c(=O)n(C)c2=O)cc1 ?
DT40 TDP1 CPT: -12%; DT40 TDP1 no CPT: -18%; TDP1 inh: 3%

What do the screens show for `CCOc1ccccc1NC(=O)Cn1c(=O)n(-c2ccc(F)cc2)c(=O)c2sc3ccccc3c21`?
DT40 TDP1 CPT: 2%; DT40 TDP1 no CPT: inconclusive; TDP1 inh: 1%

What do the screens show for `CCCSc1ncnc2[nH]ncc12`?
DT40 TDP1 CPT: -11%; DT40 TDP1 no CPT: -37%

What do the screens show for `Cc1nnc(Cc2ccccc2)c2n[nH]c(C)c12`?
DT40 TDP1 CPT: 0.73µM*; DT40 TDP1 no CPT: 0.73µM*

How did COc1ccc(NC(=O)C2=C(C)Nc3ncnn3C2c2ccc(C)o2)cc1 (stereo not given) do in these assays?
DT40 TDP1 CPT: -2%; DT40 TDP1 no CPT: -9%; TDP1 inh: -2%

How did O=C(Cn1c(=O)n(Cc2ccc3c(c2)OCO3)c(=O)c2oc3ccccc3c21)Nc1ccccc1 do in these assays?
DT40 TDP1 CPT: -21%; DT40 TDP1 no CPT: -29%; TDP1 inh: 8%

Results for COc1cc(-c2cc(C(=O)Nc3cccc(S(=O)(=O)N(C)C)c3)c3ccccc3n2)cc(OC)c1OC ?
DT40 TDP1 CPT: -2%; DT40 TDP1 no CPT: -24%

What do the screens show for `Cc1ccnc(NS(=O)(=O)c2ccc(NS(=O)(=O)c3ccc(Br)cc3)cc2)n1`?
DT40 TDP1 CPT: -15%; DT40 TDP1 no CPT: -11%; TDP1 inh: 4%

How did COc1ccc(/C=C2\SC(=S)N(CCCC(=O)Nc3ccc(C(=O)O)cc3)C2=O)cc1OC do in these assays?
DT40 TDP1 CPT: -14%; DT40 TDP1 no CPT: -11%; TDP1 inh: 50µM*

What do the screens show for `C/C(=N\NC(=O)c1cccc2ccccc12)c1cccnc1`?
DT40 TDP1 CPT: -2%; DT40 TDP1 no CPT: 8%; TDP1 inh: 4%

Part of the list above in order of heavy-atom count, lowest first.
What do the screens show for `CCCSc1ncnc2[nH]ncc12`?
DT40 TDP1 CPT: -11%; DT40 TDP1 no CPT: -37%

What do the screens show for `Cc1nnc(Cc2ccccc2)c2n[nH]c(C)c12`?
DT40 TDP1 CPT: 0.73µM*; DT40 TDP1 no CPT: 0.73µM*

What do the screens show for `C/C(=N\NC(=O)c1cccc2ccccc12)c1cccnc1`?
DT40 TDP1 CPT: -2%; DT40 TDP1 no CPT: 8%; TDP1 inh: 4%

How did COc1ccc(NC(=O)C2=C(C)Nc3ncnn3C2c2ccc(C)o2)cc1 (stereo not given) do in these assays?
DT40 TDP1 CPT: -2%; DT40 TDP1 no CPT: -9%; TDP1 inh: -2%

Results for O=C(c1ccco1)N1CCN(C(=O)c2ccc(CS(=O)c3ccc(Br)cc3)o2)CC1 (stereo not given) ?
DT40 TDP1 CPT: inconclusive; DT40 TDP1 no CPT: inconclusive

Results for Cc1ccc(-n2nccc2-c2nn(-c3cccc(C(F)(F)F)c3)c(=O)n(C)c2=O)cc1 ?
DT40 TDP1 CPT: -12%; DT40 TDP1 no CPT: -18%; TDP1 inh: 3%

How did COc1ccc(/C=C2\SC(=S)N(CCCC(=O)Nc3ccc(C(=O)O)cc3)C2=O)cc1OC do in these assays?
DT40 TDP1 CPT: -14%; DT40 TDP1 no CPT: -11%; TDP1 inh: 50µM*

What do the screens show for `CCOc1ccccc1NC(=O)Cn1c(=O)n(-c2ccc(F)cc2)c(=O)c2sc3ccccc3c21`?
DT40 TDP1 CPT: 2%; DT40 TDP1 no CPT: inconclusive; TDP1 inh: 1%

(more compounds)
Results for O=C(CN1CCN(Cc2ccc3c(c2)OCO3)CC1)Nc1ccc(F)cc1 ?
DT40 TDP1 CPT: 2%; DT40 TDP1 no CPT: -1%; TDP1 inh: -3%

Results for CCSc1ncc(Cl)c(C(=O)N(Cc2ccc(N(C)C)cc2)C2CCS(=O)(=O)C2)n1 (stereo not given) ?
DT40 TDP1 CPT: inconclusive; DT40 TDP1 no CPT: -21%; TDP1 inh: 4%

What do the screens show for `O=C(c1ccccc1)c1ccc(CN2C(=O)c3ccccc3C2=O)o1`?
DT40 TDP1 CPT: -5%; DT40 TDP1 no CPT: -2%; TDP1 inh: 7%

How did Cc1cc(Cl)ccc1C(O)c1ncc(-c2cccc(C(F)(F)F)c2)[nH]1 (stereo not given) do in these assays?
DT40 TDP1 CPT: inconclusive; DT40 TDP1 no CPT: inconclusive

What do the screens show for `Cc1ccc(NC(=O)c2ccc3nc(Cc4ccccc4)oc3c2)cc1F`?
DT40 TDP1 CPT: inconclusive; DT40 TDP1 no CPT: -14%; TDP1 inh: 4%

Results for O=[N+]([O-])C1=CC=C2C(=NC3(CCCCC3)N2O)C1=NCCc1ccccc1 ?
DT40 TDP1 CPT: 3%; DT40 TDP1 no CPT: inconclusive; TDP1 inh: 7%

What do the screens show for `Cc1nn(CC(=O)NCc2ccc(C(=O)O)cc2)c(C)c1[N+](=O)[O-]`?
DT40 TDP1 CPT: -11%; DT40 TDP1 no CPT: -6%; TDP1 inh: -3%

Results for O=C(O)CSc1nnc(CNc2cccc(C(F)(F)F)c2)n1Cc1ccco1 ?
DT40 TDP1 CPT: 12%; DT40 TDP1 no CPT: -13%; TDP1 inh: 2%

How did COC(=O)c1ccc(C(=O)OC)c(NC(=S)N2CCCC2)c1 do in these assays?
DT40 TDP1 CPT: 3%; DT40 TDP1 no CPT: 3%

What do the screens show for `O=C(O)C1OCC2(CO1)COC(C(=O)O)OC2` (stereo not given)?
DT40 TDP1 CPT: 14%; DT40 TDP1 no CPT: -4%

Results for CCC1C(=O)N=C(SCC(=O)Nc2ccc(C(=O)OC)cc2)NC1=O (stereo not given) ?
DT40 TDP1 CPT: 2%; DT40 TDP1 no CPT: -2%; TDP1 inh: -9%

How did c1ccc(Nc2nc(Nc3ccccc3)nc(N3CCNCC3)n2)cc1 do in these assays?
DT40 TDP1 CPT: inconclusive; DT40 TDP1 no CPT: inconclusive; TDP1 inh: 6%

How did CC(C)C[C@@H](CSc1ccc(Br)cc1)N1CCN(CC(C)C)CCC1=O do in these assays?
DT40 TDP1 CPT: 23µM*; DT40 TDP1 no CPT: 16µM*; TDP1 inh: 0%

How did Cc1ccc(S(=O)(=O)Cc2c(C)noc2C)cc1 do in these assays?
DT40 TDP1 CPT: -18%; DT40 TDP1 no CPT: -14%; TDP1 inh: 1%

What do the screens show for `CCOc1ccc(CNC(=O)CCS(=O)(=O)Cc2ccccc2C)cc1OC`?
DT40 TDP1 CPT: 0%; DT40 TDP1 no CPT: -9%; TDP1 inh: 0%

Results for CCOc1ccccc1CN1CCN(C2CCN(c3ccccc3F)CC2)CC1CCO (stereo not given) ?
DT40 TDP1 CPT: -10%; DT40 TDP1 no CPT: -29%; TDP1 inh: -3%

Results for Cc1ccc2c(c1)c(C)c(C)n2CC(O)Cn1nc(C)cc1C (stereo not given) ?
DT40 TDP1 CPT: inconclusive; DT40 TDP1 no CPT: -17%; TDP1 inh: 2%

Results for Cc1ccc(-n2c(Cc3cccn3C)nnc2SCC(N)=O)cc1 ?
DT40 TDP1 CPT: 0%; DT40 TDP1 no CPT: 1%; TDP1 inh: 5%

What do the screens show for `Cc1cccc(CN2CCN(C3CN(Cc4cn(Cc5ccccc5F)nn4)S(=O)(=O)C3)CC2)c1` (stereo not given)?
DT40 TDP1 CPT: inconclusive; DT40 TDP1 no CPT: inconclusive

What do the screens show for `Cc1ccc(-c2nn(-c3ccccc3)cc2CSC(=N)N)cc1`?
DT40 TDP1 CPT: inconclusive; DT40 TDP1 no CPT: inconclusive; TDP1 inh: -2%

How did Cc1ccc2c(c1)N(Cc1ccccc1)C(=O)C(C)S2 (stereo not given) do in these assays?
DT40 TDP1 CPT: -14%; DT40 TDP1 no CPT: -12%

Results for CC(C)(C)OC(=O)N1CCOCCOCCN(C(=O)OC(C)(C)C)CCOCC1 ?
DT40 TDP1 CPT: -28%; DT40 TDP1 no CPT: -30%; TDP1 inh: 3%

How did O=C(CCNC(=O)c1ccc(Br)cc1)Nc1ccc(S(=O)(=O)Nc2ncccn2)cc1 do in these assays?
DT40 TDP1 CPT: -2%; DT40 TDP1 no CPT: -3%

What do the screens show for `O=C(O)c1ccc(Nc2cnc3ccccc3n2)cc1`?
DT40 TDP1 CPT: -11%; DT40 TDP1 no CPT: 3%; TDP1 inh: 6%

How did C#CC(C)(C)NC(=S)NC1CC2C=CC1C2 (stereo not given) do in these assays?
DT40 TDP1 CPT: 4%; DT40 TDP1 no CPT: -14%; TDP1 inh: 5%
